Assay outcomes: PubChem BioAssay, Broad Institute
RAD54 inh: blocks human RAD54 Holliday junction branch migration; FAM/BHQ fluorescence; inhibition, % at 10.4 µM; 0.14% of 360,000 active; AID 602329;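 active means mean normalized replicate activity at least 40 and at least half of replicates scoring 40 or more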;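 further: 0% = median of neutral control wells and 100% = median of positive control wells; inhibitors cause a drop in the FAM fluorescence signal; in these data hits start at about 50%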
Target sequence (Q92698 whole entry, looked up): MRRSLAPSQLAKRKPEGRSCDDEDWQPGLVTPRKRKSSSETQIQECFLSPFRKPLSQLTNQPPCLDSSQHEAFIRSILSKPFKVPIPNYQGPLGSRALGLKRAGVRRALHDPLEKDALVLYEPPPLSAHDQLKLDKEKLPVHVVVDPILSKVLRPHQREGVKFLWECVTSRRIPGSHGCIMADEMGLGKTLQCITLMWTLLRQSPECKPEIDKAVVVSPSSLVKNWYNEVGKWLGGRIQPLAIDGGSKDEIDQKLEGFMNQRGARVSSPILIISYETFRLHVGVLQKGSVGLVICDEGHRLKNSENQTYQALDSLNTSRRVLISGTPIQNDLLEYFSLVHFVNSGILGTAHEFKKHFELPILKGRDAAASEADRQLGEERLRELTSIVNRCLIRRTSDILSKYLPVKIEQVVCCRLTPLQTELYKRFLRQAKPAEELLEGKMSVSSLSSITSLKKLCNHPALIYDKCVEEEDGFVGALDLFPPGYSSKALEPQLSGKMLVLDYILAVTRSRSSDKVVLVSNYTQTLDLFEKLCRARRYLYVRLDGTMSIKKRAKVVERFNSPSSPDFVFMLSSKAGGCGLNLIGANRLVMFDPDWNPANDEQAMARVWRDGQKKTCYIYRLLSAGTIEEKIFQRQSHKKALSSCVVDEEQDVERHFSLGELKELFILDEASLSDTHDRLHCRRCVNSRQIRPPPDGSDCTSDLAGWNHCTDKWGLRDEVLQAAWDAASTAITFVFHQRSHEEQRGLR
E-selectin induc: induces E-selectin expression in human endothelial cells; P16581; HUVEC E-selectin immunofluorescence imaging; normalized: neutral wells 0, TNF-alpha wells 100; activation, % at 7.58 µM; 0.37% of 260,000 active;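 active means mean E-selectin-positive cell signal at least 10% of the positive control, reached in at least 60% of replicates, without over 20% cell loss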;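 further: in these data hits start at about 27%; measured in HUVEC primary endothelial cells; signal is the percent of cells scored E-selectin positive by PE staining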
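System: HUVEC / Compound: single concentration / Signal: immunofluorescence imaging / Read-out: percent E-selectin-positive cells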
GSIS activator: primary screen for activators of insulin secretion dependent on glucose, INS-1E cells, GLuc reporter luminescence | AID 743287 | activation, % at 16.6 µM | INS-1E GLuc reporter insulin secretion, 2-3 h | 0.61% of 370,000 active;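 active means lowest replicate activation of at least 40%, so every replicate reaches that level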;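 further: 0% = median of neutral control wells and 100% = median of IBMX positive control wells; some compounds called inactive have numbers as strong as hits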
* hit, by the source's call; . = not tested or not shown; & = joins results of further samples. An excerpt. The share of hits here may be higher or lower than overall.

SMILES | RAD54 inh | E-selectin induc | GSIS activator
COC(=O)c1ccc(NC(=O)CSc2nnc(C)n2-c2ccccc2)cc1 | . | . | 0
CC1=C(C(=O)Nc2cccc(C)n2)C(c2ccc3c(c2)OCO3)C2=C(CC(c3ccco3)CC2=O)N1 (configuration not stated) | . | . | -6
NS(=O)(=O)c1ccc(NC(=O)c2ccccc2Cl)cc1 | . | . | 0
Clc1ccc(-c2ccnc(Oc3cc(Cl)ccc3Cl)n2)cc1 | . | . | 85*
CCOC(=O)NC(=O)CSc1nc(-c2ccc(C)c(C)c2)cn1-c1ccccc1 | . | . | -18
CC1CCN(C(=S)NC2CC3CCC2C3)CC1 (configuration not stated) | . | . | 21
CC(=O)Nc1cc(C(=O)N2CCOCC2)ccc1S(=O)(=O)c1ccc(C)cc1 | . | . | -23
COC(=O)c1ccccc1NC(=O)N1CCN(C/C=C/c2ccccc2)CC1 | . | . | -35
COCCn1c(=O)[nH]c2cc(C(=O)NCC3CCCO3)ccc2c1=O (configuration not stated) | . | . | 17
COc1cc2c(cc1OC)CN(CC(=O)Nc1ccc(C#N)cc1)CC2 | . | . | 0
Fc1cccc(-c2cc3nc4c(c(N5CCOCC5)n3n2)CCCC4)c1 | . | . | -31
CC1(C)Nc2ccc(O)cc2-c2c1ssc2=S | . | . | 21
CCOC(=O)c1sc(NC(=S)NC(=O)C2CCCC2)cc1C | . | . | -11
C=CCn1c(C)cc(-c2csc(N)n2)c1C | . | . | -11
Cc1nc2c(C(=O)NCc3ccccc3)c[nH]n2c(=O)c1Cl | . | . | -3
O=[N+]([O-])c1ccccc1NCCNc1ncc(C(F)(F)F)cc1Cl | . | . | -1
Cc1ccccc1Nc1nc(N)nc(CSc2nnnn2-c2ccccc2)n1 | . | . | 32
COc1ccc(CCNc2oc(COc3ccccc3)nc2C#N)cc1 | 9 | -2.1 | .
COCCn1c(SCc2nc3sc(C(=O)OC)c(C)c3c(=O)[nH]2)nc2ccccc21 | 3 | -0.6 | .
CCCCN(C(=O)Cn1nnc2ccccc21)C(C(=O)NCCOC)c1cccs1 (configuration not stated) | 7 | 0.2 | .
COC(=O)CSc1nnc(-c2ccc(S(=O)(=O)N3CCC(C)CC3)cc2)o1 | -4 | -1.6 | .
O=C(c1ccc2c(c1)[nH]c(=S)n1c3ccccc3nc21)N1CCN(c2ncccn2)CC1 | 7 | 0.0 | .
CC(=O)Nc1ccc(-c2cc3ccccc3o2)cc1 | 1 | 1.5 | .
COc1ccccc1-c1nc(-c2ccc(C)nc2OC)no1 | -10 | -0.8 | .
CC(C)(C)CC(=O)Nc1nnc(-c2cccs2)s1 | -6 | -0.2 | .
O=C(Oc1cccnc1)c1ccco1 | -4 | -1.7 | .
CCOC(=O)C1=C(N)n2c(s/c(=C/c3ccco3)c2=O)=C(C(=O)OC)C1c1ccco1 (configuration not stated) | -8 | -2.1 | .
CCN1CCN(C(=O)c2ccc3c(=O)n(CCC4=CCCCC4)c(=O)[nH]c3c2)CC1 | 2 | -0.2 | .
CCN(CC)S(=O)(=O)c1ccc(C)c(C)c1 | 3 | 0.1 | .
Cc1nn(C)c(Oc2ccccc2)c1CCNS(=O)(=O)c1ccc(Cl)cc1 | -2 | -0.8 | .
CC1CCCC(C)N1C(=O)Nc1cccc(Cl)c1 (configuration not stated) | -3 | -1.0 | .
Cc1cc2n(n1)C(c1cn(-c3ccccc3)nc1C)Nc1ccccc1-2 (configuration not stated) | -9 | -2.0 | .
COc1cc(OC)cc(OCC(O)Cn2ccnc2C)c1 (configuration not stated) | 0 | 10 | .
Cn1c(=NC(=O)c2cnccn2)sc2ccccc21 | 1 | -1.6 | .
CCNc1nc(SCC(=O)OC)nc(N2CCOCC2)n1 | -4 | 0.8 | .
O=C(Nc1nnc(SCC(=O)N2CCCCC2)s1)c1cccs1 | 0 | 0.1 | .
COC(=O)CSc1nc2sc(C)c(C)c2c(=O)n1C | -8 | -1.9 | .
CCN1CC2=C(OC(N)=C(C#N)C2c2cccs2)/C(=C/c2cccs2)C1 (configuration not stated) | 3 | 0.3 | .
N#CC1=C(N)Oc2c(ccc3ccccc23)C1c1ccsc1 (configuration not stated) | -12 | -0.1 | .
CC(CCc1ccccc1)NC(=O)c1cccnc1 (configuration not stated) | 5 | 0.1 | .
C=CCSc1nnnn1-c1ccc(OC)cc1 | -11 | 0.7 | .
O=C(c1cccs1)N(CC1CCCO1)c1nc(-c2ccccc2)cs1 (configuration not stated) | -14 | -0.1 | .
Cc1cc(N2CCCCC2)nc2ccc(NC(=O)CCC(=O)NCCC(C)C)cc12 | 26 | -0.2 | .
CCOC(=O)c1c(NC(=O)CSc2nnc(C)c(=O)[nH]2)sc2c1CCCC2 | -15 | -0.3 | .
Cc1nnc(SCC(=O)Nc2nsc(-c3ccc(Cl)cc3)n2)s1 | -15 | -0.3 | .
CCc1nc2oc3ccccc3c(=O)c2c(=O)n1-c1ccccc1 | -3 | -0.7 | .
Cc1occc1-c1nnc(SCC(=O)N2CC(=O)Nc3ccccc32)n1CC(C)C | -3 | 0.8 | .
Cc1cc(C(=O)COC(=O)CN(C)S(=O)(=O)c2ccc(Cl)cc2)c(C)n1Cc1cccs1 | 2 | 0.3 | .
COc1ccccc1NC(=O)CN1CCC(C(=O)c2ccc(F)cc2)CC1 | -22 | -1.0 | .
CCOC(=O)Nc1nc(C)c(C(=O)N(C)C)s1 | -1 | -0.7 | .
COc1cc(C(=O)Nc2cc(Cl)ccc2C)c(-n2cnnn2)cc1OC | 1 | 3.0 | .
CCCCNC(=O)c1sc2nc(C)cc(COC)c2c1-n1cccc1 | -9 | -2.0 | .
Cc1ccsc1-c1ccnc(-n2cccc2)n1 | 6 | -2.2 | .
CC(C)=CCC(C)(C)C1OCCN1C(=O)Nc1ccccc1 (configuration not stated) | -8 | -0.3 | .
Cc1cccc(C(=O)Nc2onc(C)c2C#N)c1 | -3 | 2.1 | .
CC1CSc2ccccc2NC1=S (configuration not stated) | -6 | -2.1 | .
Clc1ccc(-n2nnnc2-c2cnc(-c3ccccn3)nc2-c2cccs2)cc1 | -10 | -1.0 | .
O=C(Nc1cccc2ccccc12)/C(=C/c1ccc([N+](=O)[O-])cc1)NC(=O)c1ccccc1 | -4 | 0.1 | .
CNC(=O)C1CC(=O)N(CCc2ccc(OC)cc2)C(=Nc2ccc(OC)cc2)S1 (configuration not stated) | 7 | 6.1 | .
COc1ccc(-n2cnnc2SCC(=O)N(C)C2CCS(=O)(=O)C2)cc1 (configuration not stated) | -6 | 8.3 | .

The last 4 records of the part above are carried over, then new ones follow:
SMILES | RAD54 inh | E-selectin induc | GSIS activator
Clc1ccc(-n2nnnc2-c2cnc(-c3ccccn3)nc2-c2cccs2)cc1 | -10 | -1.0 | .
O=C(Nc1cccc2ccccc12)/C(=C/c1ccc([N+](=O)[O-])cc1)NC(=O)c1ccccc1 | -4 | 0.1 | .
CNC(=O)C1CC(=O)N(CCc2ccc(OC)cc2)C(=Nc2ccc(OC)cc2)S1 (configuration not stated) | 7 | 6.1 | .
COc1ccc(-n2cnnc2SCC(=O)N(C)C2CCS(=O)(=O)C2)cc1 (configuration not stated) | -6 | 8.3 | .
COc1cc2c(cc1OC)C(c1cc(OC)c(OC)c(OC)c1)NCC2 (configuration not stated) | 0&-3 | 0.4 | .
Cc1nnc(NCc2ccncc2)c2ccccc12 | 18 | -0.5 | .
Cc1nnc(SCC(=O)N2CCOCC2)c2ccccc12 | 1 | -0.1 | .
CCOC(=O)c1nnc(-c2ccccc2)o1 | -12 | -0.2 | .
CCOC(=O)c1c(C)[nH]c(C(=O)CSc2nnc(C3CC3)n2N)c1C | -5 | -0.1 | .
Cc1onc(-c2ccccc2Cl)c1C(=O)NCC(=O)O | 0 | 9.2 | .
FC(F)(F)c1nc(N2CCN(c3ccccc3)CC2)nc2c1CCCCC2 | 1 | 0.8 | .
O=C(CNC(=O)c1ccco1)OCc1cccc(Cl)c1 | -13 | 0.0 | .
NCCc1nnc(SCc2ccccc2F)o1 | -1 | -1.1 | .
N#Cc1cn(CC(=O)N2CCCC2)c2ccccc12 | 4 | 0.3 | .
CCc1ccc(N2CC(C(=O)OCC(=O)NC3CCS(=O)(=O)C3)CC2=O)cc1 (configuration not stated) | -7 | 1.2 | .
Cc1ccc(C(=O)OCC(=O)Nc2ccccc2)cc1NC(=O)c1ccco1 | -11 | 7.7 | .
NC(=O)C(c1ccccc1)c1ncc(C(F)(F)F)cc1Cl (configuration not stated) | 2 | 0.5 | .
COc1ccc(NC(=O)C2CCN(C(=O)c3cccs3)CC2)c(OC)c1 | -8 | 0.3 | .
CCOc1ccccc1NC(=O)c1cc(CC(C)C)oc1C | -16 | 0.7 | .
CCOC(=O)CSc1n[nH]c(-c2cccnc2)n1 | -2 | -3.3 | .
COc1cc(CC(=O)NCc2ccco2)cc(OC)c1OC | -18 | 0.2 | .
CCCCn1nc(C(=O)O)ccc1=O | -28 | -0.2 | .
CN1CCN(Cc2c(O)ccc3occ(C(=O)c4ccccc4)c23)CC1 | 0 | 0.6 | .
CCc1nnc(NC(=O)CSc2nc3cccnc3n2Cc2ccccc2)s1 | -6 | -1.2 | .

Sorted by length of the SMILES (ascending): 7 of the compounds above.
SMILES | RAD54 inh | E-selectin induc | GSIS activator
CCCCn1nc(C(=O)O)ccc1=O | -28 | -0.2 | .
Cc1nnc(NCc2ccncc2)c2ccccc12 | 18 | -0.5 | .
CCc1nnc(NC(=O)CSc2nc3cccnc3n2Cc2ccccc2)s1 | -6 | -1.2 | .
CN1CCN(Cc2c(O)ccc3occ(C(=O)c4ccccc4)c23)CC1 | 0 | 0.6 | .
COc1ccc(NC(=O)C2CCN(C(=O)c3cccs3)CC2)c(OC)c1 | -8 | 0.3 | .
Cc1ccc(C(=O)OCC(=O)Nc2ccccc2)cc1NC(=O)c1ccco1 | -11 | 7.7 | .
CCOC(=O)c1c(C)[nH]c(C(=O)CSc2nnc(C3CC3)n2N)c1C | -5 | -0.1 | .

Quoted at random: two entries already listed, in no set order.
SMILES | RAD54 inh | E-selectin induc | GSIS activator
CCOc1ccccc1NC(=O)c1cc(CC(C)C)oc1C | -16 | 0.7 | .
COc1cc2c(cc1OC)C(c1cc(OC)c(OC)c(OC)c1)NCC2 (configuration not stated) | 0&-3 | 0.4 | .

(listing goes on)
SMILES | RAD54 inh | E-selectin induc | GSIS activator
COCCN(CC(=O)Nc1ccccc1C)S(=O)(=O)c1ccc(S(=O)(=O)N2CCCC2)cc1 | -14 | -1.7 | .
CC1C/C(=N/Nc2ccc([N+](=O)[O-])cc2[N+](=O)[O-])CC(C)(C)C1 (configuration not stated) | -7 | -0.9 | .
CCOC(=O)c1c(NC(=O)c2ccccc2)sc2c(O)c(CN(CC)CC)ccc12 | 2 | -1.7 | .
CN(Cc1ccccc1)Cc1c[nH]c2ccccc12 | 4 | -0.8 | .
O=C(COc1ccc2c(c1)C(=O)CC1(CCCCC1)O2)NCc1ccccc1 | 6 | 0.3 | .
N#Cc1c(N)nc2c3c(sc(=N)c2c1N)NC(=O)CC3c1ccccc1 (configuration not stated) | -15 | 0.3 | .
O=C(CN1C2=NCCN2c2ccccc21)c1ccco1 | -2 | -0.7 | .
O=C(NC1=NCCS1)C1CC(=O)N(c2ccc(F)cc2)C1 (configuration not stated) | -10 | -0.2 | .
COc1ccc(OCc2nc(N)nc(Nc3ccccc3OC)n2)cc1 | 4 | 0.0 | .
COc1c(Cl)cc(Cl)cc1/C=N/n1cnnc1 | 4 | -1.1 | .
CC(C)NC(=O)Cc1ccc(Br)cc1 | -8 | 12 | .
O=C(CCC1CCCC1)NCCCN1CCOCC1 | -3 | -1.3 | .
Cc1ccc(Nc2cc(C)nn2-c2nc(C)cc(C)n2)cc1 | 17 | -1.9 | .
Cc1nc2cc(NC(=O)CSc3nc4c(C)cccc4cc3C#N)ccc2s1 | 2 | -2.4 | .
c1ccc2c(c1)nc1sccn12 | -1 | 8.4 | .
O=C(Nc1ccc2c(c1)nc1n2CCSC1)c1ccccc1 | -1 | 0.4 | .
CCc1cc2c(=O)c(-c3nc4ccccc4[nH]3)coc2cc1OC(=O)N1CCOCC1 | 0 | -1.9 | .
CN1CCNC(=O)C1CC(=O)O (configuration not stated) | -7 | 9.4 | .
CCCCCCSc1nsc(N)n1 | 9 | -0.6 | .
CCNC(=O)C1CCN(S(=O)(=O)c2ccc(F)cc2)CC1 | -6 | 5.5 | .
Cc1cc(C(=O)COC(=O)Cn2cnc3c2c(=O)n(C)c(=O)n3C)c(C)n1C | 0 | -1.1 | .
